# Screening results as filed in PubChem BioAssay.
# Yfh1-depleted yeast – enhancers of respiration in Yfh1-depleted yeast, dose response, Friedreich's ataxia, plus single-dose screen (AID 1465); S. cerevisiae Yfh1-off respiration, WST-1 reduction, 72 h; higher fold induction means a stronger effect; fold induction at 50 µM; hits with a dose series show EC50 in µM; 0.074% of 220,000 active;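 active = fold induction of absorbance versus untreated yeast above a set limit, then at least 30% activation at any dose in follow-up; inconclusive = repeats straddling the limit, or above it without dose testing; inactive = fold induction below the set limit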;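 also: activators that raise dye reduction in frataxin-depleted yeast; strong numbers were not always called active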
# Dengue-2 NS5 capping – flavivirus cap methylation enzyme inhibition – biochemical, confirmation dose response, primary screen (AID 588689) | Dengue-2 NS5 methyltransferase capping enzyme assay, biochemical; higher % means a stronger effect | inhibition, % at 25 µM, or IC50 in µM where a hit was titrated | 0.3% of 340,000 active; in the data active = a potency from the dose series; inconclusive = inhibition above about 29% without an active follow-up result
# GPR55 LPI antagonism – GPR55 antagonists blocking LPI-driven arrestin recruitment, primary screen, imaging, U2OS, beta-arrestin-GFP, LPI agonist (AID 2013). U2OS GPR55 beta-arrestin-GFP translocation imaging, LPI antagonism; higher % means a stronger effect. inhibition, % at 10 µM, or IC50 in µM where a hit was titrated. 0.13% of 290,000 active;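 active = spots per cell inhibited over 60%, with over 100 cells counted and total cytoplasm intensity under 500,000; inconclusive = wells with under 100 cells, flagged as likely toxic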;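 also: U2OS cells stably carrying GPR55 and arrestin-GFP stimulated by 5 µM LPI near EC80; imaged beta-arrestin-GFP aggregate spots per cell after agonist stimulation; plate controls were LPI-stimulated DMSO wells for no effect and DMSO wells without LPI for full effect; some results filed as inactive read as strong as hits; confirmed hits need IC50 under 10 µM and bright autofluorescent wells are also inconclusive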
# GPR55 beta-arrestin – GPR55 agonists via beta-arrestin recruitment, primary screen, imaging, U2OS cells, beta-arrestin-GFP redistribution (AID 1961) | U2OS GPR55 beta-arrestin-GFP redistribution imaging; higher % means a stronger effect | activation, % at 10 µM; hits with a dose series show EC50 in µM | 0.048% of 290,000 active;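 active = activation above 40% with more than 50 cells counted in the well; inconclusive = wells holding fewer than 50 cells, flagged as toxic or sparse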;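 also: U2OS osteosarcoma cells stably expressing GPR55 and beta-arrestin-GFP; plate controls were DMSO negative control for no effect and LPI positive control for full effect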
# GPR35 antagonists – GPR35 antagonists blocking zaprinast-driven arrestin recruitment, primary screen, imaging, U2OS, beta-arrestin-GFP, zaprinast agonist (AID 2058); U2OS GPR35 beta-arrestin-GFP translocation imaging, zaprinast antagonism; higher % means a stronger effect; inhibition, % at 10 µM; hits with a dose series show IC50 in µM; 0.052% of 290,000 active;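 active = inhibition of at least 50% with at least 30 cells and total cytoplasm GFP at most 10,000,000; inconclusive = under 30 cells or total GFP of 10,000,000 plus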
# Large T inhibition – SV40 large T antigen inhibitors, biochemical (AID 1903); SV40 large T antigen ATPase/helicase inhibition assay; higher % means a stronger effect; inhibition, % at 20 µM; hits with a dose series show IC50 in µM; 0.39% of 310,000 active; in the data active = a potency from the dose series; inconclusive = inhibition mostly from about 32% at the one dose, without a potency; inactive = the rest, 99 in 100 with inhibition below about 32%; also: strong numbers were not always called active
# AID2073 – disruptors of CaV2.2 binding to Mint1 – biochemical, HTRF (AID 2073). HTRF protein-protein interaction, Mint1-CaV2.2; higher % means a stronger effect. inhibition, % at 20 µM; hits with a dose series show IC50 in µM. 0.19% of 290,000 active; in the data active = inhibition mostly above about 51%, no sharp cut-off; inconclusive = no clear call, values can overlap the other calls; inactive = mostly below about 53%; also: some results filed as inactive read as strong as hits
# MgcRacGAP inhibition – MgcRacGAP GTPase-activating activity inhibitors, confirmation, biochemical, ADP Hunter fluorescence; MgcRacGAP-stimulated Rac1 GTP hydrolysis, ADP Hunter fluorescence; higher % means a stronger effect; GST-tagged Rac1 F28L mutant substrate; one-dose inhibition, % at 30 µM; IC50 in µM for titrated hits; 0.6% of 340,000 active;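 active = first-screen hits whose inhibition reached a set limit at any dose in the follow-up dose series; inconclusive = inhibition above the set first-screen limit but never retested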;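 also: fluorescence reports GDP produced by GAP-driven GTP hydrolysis; strong numbers were not always called active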
# NTR1 agonist – agonists of NTR1, primary screen, imaging, U2OS cells, beta-arrestin-GFP, high content (AID 493036); activation, % at 20 µM; NTR1-U2OS beta-arrestin-GFP spot imaging, agonist mode; 0.17% of 330,000 active; P30989;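 active = activation at or above 40% of the spot to cytoplasm intensity ratio, with at least 20 cells analyzed; inconclusive = wells under 20 cells, flagged as cytotoxic or low count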;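 also: 0% = DMSO without peptide and 100% = 100 nM NTR1 peptide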
# Target sequence (P30989 whole entry, looked up): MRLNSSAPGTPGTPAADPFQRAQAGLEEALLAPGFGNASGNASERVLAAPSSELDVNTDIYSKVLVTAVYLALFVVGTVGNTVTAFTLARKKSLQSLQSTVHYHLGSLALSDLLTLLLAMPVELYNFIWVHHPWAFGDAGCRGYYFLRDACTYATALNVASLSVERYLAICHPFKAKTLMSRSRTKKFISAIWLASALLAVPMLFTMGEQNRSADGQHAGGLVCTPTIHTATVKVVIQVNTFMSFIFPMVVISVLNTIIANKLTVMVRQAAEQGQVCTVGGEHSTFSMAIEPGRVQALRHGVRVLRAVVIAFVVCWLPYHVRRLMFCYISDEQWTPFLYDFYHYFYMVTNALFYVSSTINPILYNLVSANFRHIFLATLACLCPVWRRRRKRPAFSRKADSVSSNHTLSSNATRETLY
# NTR1 agonist cell count 20 µM – recorded beside NTR1 agonist, whose call it bears; cell count; measured here: cell count, cytotoxicity flag
# Dengue-2 NS5 capping pilot replicate – also measured in Dengue-2 NS5 capping; calls as there; inhibition, %; measured here: pilot screen replicate inhibition
# Active calls of the source: *; i = inactive; u = inconclusive; x = no result given; & = joins results of further samples.
SMILES,Yfh1-depleted yeast,Dengue-2 NS5 capping,GPR55 LPI antagonism,GPR55 beta-arrestin,GPR35 antagonists,Large T inhibition,AID2073,MgcRacGAP inhibition,NTR1 agonist,NTR1 agonist cell count 20 µM,others
O=C(Nc1ccccc1)c1csc(-c2ccccc2)n1,i,-1%,-12%,0.5%,-5%,7%,4%,12%,5.1,36,
O=C(N/C(=C\c1cccc([N+](=O)[O-])c1)C(=O)N1CCCCC1)c1cccs1,i,-5%,8%,-0.2%,-8%,7%,-4%,0%,1.6,52,
O=C(CC1C(=O)NCCN1Cc1ccccc1)NC1CCCCCC1 (stereo not drawn),x,4%,22%,-0.2%,-16%,4%,-5%,8%,-0.9,55,
CC(C)C[C@H](CO)Nc1nc(Nc2cccc(Cl)c2)c2ncn(C(C)C)c2n1,i,-5%,0%,0.3%,24%,2%,1%,9%,-2.5,49,
COc1ccccc1C(=O)NC(=O)CSc1nnc(SC)s1,x,4%,x,x,x,17%,x,7%,0.0,75,
CC1CCCN(CCC(=O)Nc2ccccc2)C1 (stereo not drawn),i,-8%,-1%,-0.1%,4%,27%,13%,0%,1.7,29,
Cc1cc(/C=C(\C#N)C(=O)NC2CC2)c(C)[nH]1,i,-4%,-4%,-0.6%,1%,15%,1%,2%,-0.8,75,
CCN(CC)C(=O)Oc1c(Cl)cc(Cl)c2cccnc12,i,x,0%,0.2%,1%,3%,-4%,3%,2.9,74,
N=c1n(CCN2CCOCC2)c2ccccc2n1Cc1ccccc1Br,i,-5%,3%,-0.3%,0%,-1%,-4%,9%,1.2,69,Dengue-2 NS5 capping pilot replicate=0.6
Cn1nnnc1SCC(=O)NCc1cc([N+](=O)[O-])ccc1O,i,-6%,5%,0.2%,-2%,6%,8%,7%,0.3,53,
O=C(NNC(=O)NC1CCCCC1)NC1CCCCC1,i,-2%,-1%,0.5%,6%,7%,-3%,7%,0.1,41,
Cc1ccnc(NCc2ccccc2O)c1,x,30%,-3%,0.0%,-7%,10%,-5%,3%,-1.0,65,
COc1cc(NC(=O)c2ccc3c(=O)n(Cc4ccco4)c(=S)[nH]c3c2)cc(OC)c1OC,i,1%,4%,0.3%,-5%,19%,16%,11%,7.9,44,
Cc1ccccc1NC(=O)Cn1nnc2sc3c(c2c1=O)CC(C)(C)OC3,i,-1%,-4%,0.4%,-6%,7%,-14%,-3%,1.6,65,
CC1CCN(C(=O)CCc2nnc(-c3ccccc3)o2)CC1,i,-2%,5%,0.8%,2%,0%,1%,6%,-0.5,33,
CCC(CC)COC(=O)C1=C(C)NC(=O)NC1c1cccc([N+](=O)[O-])c1 (stereo not drawn),x,-4%,-4%,0.6%,-3%,4%,-3%,-3%,5.8,59,
CC(=O)OC1COC(OC2C(O)C(C)OC(OC3C(OC4CCC5(C)C(CCC6(C)C5CC=C5C7CC(C)(C)CCC7(C(=O)O)CCC56C)C4(C)CO)OCC(O)C3O)C2O)C(O)C1OC(C)=O (stereo not drawn),i,x,-1%,u,u,15%,-6%,x,-2.9,25,
CN(C(=O)CSc1nnc(-c2ccco2)n1N)C1CCCCC1,i,-5%,-4%,-0.5%,9%,3%,8%,13%,-0.2,49,
COC(=O)CSc1nnc(CNc2ccc(Cl)cc2)n1Cc1ccccc1,i,1%,-4%,-0.3%,-1%,19%,-7%,11%,0.4,47,
COc1ccc(Cc2nnc(NC(=O)c3ccc(OC)c(OC)c3)s2)cc1OC,i,-2%,6%,-0.3%,4%,13%,11%,6%,-2.0,45,
CC(OC(=O)c1cccc(-n2cnnn2)c1)C(=O)Nc1cccc(Cl)c1 (stereo not drawn),x,-10%,x,x,x,5%,x,7%,2.8,63,
O=C(/C=C/c1ccccc1)OCN1C(=O)c2ccccc2C1=O,x,3%,1%,0.5%,-3%,27%,7%,6%,1.0,69,
CCCCNC(=O)C1c2cc(OC)c(OC)cc2C(=O)N(C)C1c1cccs1 (stereo not drawn),i,-1%,9%,-0.3%,1%,-2%,6%,-4%,1.1,43,
COc1cc(NS(=O)(=O)c2ccc(NC(=S)NC(=O)c3ccccc3)cc2)nc(OC)n1,x,2%,5%,-0.1%,4%,5%,3%,4%,-0.4,62,
Fc1ccc(CNCC2CCCO2)cc1 (stereo not drawn),x,3%,4%,0.5%,-4%,x,6%,8%,-0.6,65,
# Going on with the list:
SMILES,Yfh1-depleted yeast,Dengue-2 NS5 capping,GPR55 LPI antagonism,GPR55 beta-arrestin,GPR35 antagonists,Large T inhibition,AID2073,MgcRacGAP inhibition,NTR1 agonist,NTR1 agonist cell count 20 µM,others
CCOC(=O)Nc1ccc(C)cc1Br,i,-5%,15%,-0.3%,-12%,-3%,-6%,3%,-1.0,86,
O=C(CN1C(=O)c2cccc3cccc1c23)N1CCN(c2ccccc2)CC1,i,2%,7%,-0.2%,1%,0%,15%,8%,-2.1,61,
O=C(COC(=O)c1cncc(Br)c1)NCc1ccc(F)cc1,i,1%,13%,0.1%,-3%,16%,16%,-3%,0.5,61,
CN(C)C(=S)NC(=O)C12CC3CC(C)(CC(C)(C3)C1)C2,i,4%,-19%,0.0%,10%,24%,-18%,6%,-0.2,58,
CCOC(=O)NC(=O)CSc1nnc(C)s1,i,-1%,2%,0.0%,-8%,13%,-6%,3%,-0.4,62,
COc1cccc(C(C(=O)NC2CCCCC2)N(CCN2CCOCC2)C(=O)C2COc3ccccc3O2)c1 (stereo not drawn),i,-11%,5%,-0.1%,-2%,-9%,-2%,5%,0.1,34,
O=C(NCc1cccs1)C1CCCN(S(=O)(=O)c2ccc3c(c2)OCO3)C1 (stereo not drawn),i,-5%,-9%,0.2%,1%,1%,1%,-9%,1.3,44,
Cc1ccc(NC2=CC(=O)CC(c3ccc(Cl)cc3)C2)cc1 (stereo not drawn),i,8%,6%,-0.1%,9%,6%,10%,4%,1.0,48,
Cc1ccc(C(=O)Nc2ccc(C(=O)N/N=C/c3ccc(C)o3)cc2)cc1,x,2%,2%,-0.1%,1%,12%,-2%,8%,2.4,44,
O=C(Nc1ccc(Cl)c(Cl)c1)N1CCCCCC1,x,1%,0%,-0.1%,-6%,0%,12%,7%,0.8,59,
CCN(CC)S(=O)(=O)c1ccc(NC(=O)CCC2CCCCC2)cc1,x,-5%,39%,0.3%,16%,8%,-4%,4%,x,x,
CC(=O)C(C)n1cnc2scc(-c3ccc(C)cc3)c2c1=O (stereo not drawn),x,-7%,10%,-0.2%,1%,7%,6%,13%,1.0,70,Dengue-2 NS5 capping pilot replicate=-7.9
CN(C)S(=O)(=O)c1ccc(NC(=O)N2CCOCC2)cc1,i,-5%,3%,0.2%,3%,12%,1%,2%,0.1,37,
NS(=O)(=O)c1ccc(NC(=O)/C(=C/c2ccncc2)NC(=O)c2ccccc2)cc1,x,-8%,13%,-0.1%,23%,8%,-4%,-1%,-0.6,34,
CC1=NNC(=O)/C1=C\c1cn(-c2ccccc2)nc1-c1ccc(F)cc1,i,-6%,26%,2.4%,-34%,13%,28%,19%,x,x,
Cc1c(Br)cccc1NC(=O)c1sccc1-n1cccc1,x,0%,6%,0.3%,6%,5%,-3%,5%,0.7,54,
CCC(C)NC(=O)CC(C)C (stereo not drawn),i,-5%,-5%,0.4%,8%,7%,-7%,0%,0.9,62,
Cc1cccc(C)c1NC(=O)CSc1nnc([C@H](C)NC(=O)OC(C)(C)C)o1,i,-7%,15%,0.4%,-8%,3%,-8%,5%,-2.7,90,
Cc1ccc(C(=O)Nc2ccccc2[N+](=O)[O-])cc1S(=O)(=O)N1CCOCC1,x,2%,-9%,0.7%,8%,-4%,1%,8%,2.1,45,
COC(=O)C1=C(C)NC2=C(C(=O)c3ccccc32)C1c1ccc(-c2ccc(C(=O)O)cc2)o1 (stereo not drawn),i,u,12%,-0.1%,-10%,24%,34%,15%,2.1,56,
Cc1cc(C)c2cc(C(=O)Nc3ccc4c(c3)OCO4)[nH]c2c1,i,x,0%,-0.3%,-6%,13%,38%,x,1.0,46,
COc1cccc(C2CC3(CC(C)(C)NC(=S)N3)Oc3cc(O)ccc32)c1 (stereo not drawn),i,-5%,-3%,-0.1%,0%,28%,-4%,17%,2.2,60,
CCOc1ccc(-n2ccnc(SCC(=O)NCCc3ccccc3)c2=O)cc1,x,-7%,x,x,x,11%,x,6%,0.2,70,
C1CCC(n2nnnc2CN2CCCC2)CC1,i,2%,-6%,-0.1%,-8%,1%,2%,-2%,-0.8,82,Dengue-2 NS5 capping pilot replicate=-0.6
Cc1ccc2nc(-c3ccc4c(c3)NC(=O)CO4)cn2c1,i,4%,8%,0.3%,-5%,5%,2%,5%,2.3,66,
# Continuation:
SMILES,Yfh1-depleted yeast,Dengue-2 NS5 capping,GPR55 LPI antagonism,GPR55 beta-arrestin,GPR35 antagonists,Large T inhibition,AID2073,MgcRacGAP inhibition,NTR1 agonist,NTR1 agonist cell count 20 µM,others
CCOC(=O)C(NCCCO)c1ccccc1 (stereo not drawn),i,-4%,8%,-0.4%,6%,7%,-7%,19%,0.1,60,
CC(C)c1cc(Br)ccc1OCCCN1C(=O)NC(C)(C)C1=O,i,-1%,-4%,-0.2%,16%,0%,-3%,9%,12,103,Dengue-2 NS5 capping pilot replicate=0.0
CCNc1nc2c(c(=O)n(C)c(=O)n2C)n1Cc1ccc(Cl)cc1,x,-8%,3%,-0.1%,19%,x,-3%,11%,1.9,45,
Cc1ccc(S(=O)(=O)NC2=NCN(CC(=O)O)CN2)cc1,x,-4%,9%,-0.3%,0%,8%,1%,10%,-0.2,44,
CC(CCc1ccccc1)NCC(O)c1ccc(O)c(C(N)=O)c1 (stereo not drawn),i,0%,9%,0.1%,-17%,6%&13%,3%,3%,0.2,62,
Cc1c(Cc2ccccc2)sc(NC(=O)Cc2ccccc2)c1C(N)=O,i,-2%,x,x,x,x,x,10%,5.8,67,
COCCNC(=O)/C(=C/c1ccccc1Cl)c1ccccc1,i,-4%,1%,-0.2%,9%,9%,-6%,1%,-1.8,62,
N/C(=N\N=C/c1ccc(Br)cc1)N/N=C\c1ccc(Br)cc1,i,2%,15%,-0.1%,0%,3%,9%,-2%,4.0,62,
CC(C)CNC(=O)COC(=O)C1c2ccccc2Oc2ccccc21,x,-6%,-4%,0.4%,3%,12%,12%,x,-1.1,84,
